TGFb SMAD3 inh = inhibitors of TGF-b signaling | HepG2 CAGA-GFP TGF-b/SMAD3 reporter, GFP fluorescence, 18 h; TGF-beta stimulated, 500 pg/mL final | 410,000 compounds, 1.2% hits | Potency, µM (titrated, usually from 46.1 µM), without a hit: at the highest dose activity, negative = inhibition, actives largely listed as inhibitors; note: % is set by controls: 0 for no effect and ±100 for the full control effect; nearly all actives have a fitted effect of over 65% in size
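HEPG2 CAGA-GFP, 1000 cells/well; 2 h settle, 37 C; cpd via pin tool; TGF-b 500 pg/mL final; 18 h, 37 C; GFP imaging ex488/em500-530; %Activity normalised to -TGF-b and +DMSO controls; CRC fit, curve class.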
ATXN viability = viability counter-screen for ATXN expression inhibitors; AID 651635; S2 cells (HEK-293 line with an ATXN2-luciferase reporter) viability, CellTiter-Fluor protease fluorescence, 24 h; 400,000 compounds, 0.49% hits; Potency, µM (highest dose often 56.7 µM), usual class: cytotoxic; note: nearly all actives have a fitted effect of over 40% in size
A549 viability = A549 cytotoxicity, counter-screen for Nrf2 inhibitors; A549 ARE-Fluc cells, CellTiter-Fluor viability, 18-24 h; Potency, µM (top dose mostly 46 µM), for inactives: top-dose activity change, negative = cytotoxicity, usual class: inhibitors; 390,000 compounds, 0.16% hits; AID 504648; note: % is set by controls: 0 for no effect and ±100 for the full control effect
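Cytotoxicity counterscreen: CellTiter-Fluor fluorescence was measured in A549 ARE_Fluc cells after 18-24 h of compound exposure in a concentration series. The subsequent BugLite luminescent read reports ARE-luciferase activity.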
HepG2 tox = HepG2 cytotoxicity, counter-screen for TGF-b inhibitors; HepG2 CAGA-GFP viability, ATP luminescence, 18 h; Potency, µM (doses to about 46.1 µM), for the others: at the highest dose activity change, negative = cytotoxicity, hits mostly cytotoxic; 410,000 compounds, 0.76% hits; AID 588856; note: some results filed as inactive show a strong effect at the top dose
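HepG2 CAGA-GFP cells (1000/well, DMEM with 1% FBS) received compound, then TGF-beta at 500 pg/mL final, and were incubated 18 hours at 37 degrees C. Viability was read by CellTiter-Glo luminescence. Media-only wells were set as complete cell-killing and DMSO as no toxicity.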
Mm-Cpn inhibitor = blocks the Methanococcus maripaludis chaperonin Mm-Cpn. Potency, µM (highest dose often 76.9 µM), inactives show at the highest dose activity, negative = inhibition, most hits filed as inhibitors. AID 504842. purified Mm-Cpn ATPase, ADP Transcreener TR-FRET. 330,000 compounds, 0.031% hits; note: % is set by controls: 0 for no effect and ±100 for the full control effect; nearly all actives have a fitted effect of over 80% in size
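25 nM Mm-CPN + cpd, 10 min 37°C; + 10 uM ATP, 30 min 37°C; buffer 30 mM Tris pH 7.4, 100 mM KCl, 5 mM MgCl2, 1 mM DTT; Transcreener ADP HTRF detection 30 min RT.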
Nrf2 inh = Nrf2 pathway inhibition. A549 ARE-Fluc reporter, luciferase luminescence, 18-24 h. Potency, µM (highest dose often 46 µM), for the others: top-dose activity change, negative = inhibition, hits mostly inhibitors. 360,000 compounds, 2.1% hits. AID 504444; note: % is set by controls: 0 for no effect and ±100 for the full control effect; nearly all actives have a fitted effect of over 60% in size
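Cells were seeded and rested 2 h, then exposed to compounds for 18-24 h. CellTiter-Fluor was read first as a viability measure. BugLite was added 15 min before the final luminescent read of ARE-luciferase activity in A549 cells.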
The depositor's hits bear a star; i = inactive; ? = inconclusive; nt = no result given; [ ] = remark or other dose. Calls come from the whole dose curve; as a rule, active = well fitted curve in the direction sought with a large enough effect; inconclusive = small, poorly fitted or top-dose-only effect, or another doubt; inactive = no such curve, though single readings can be large; an effect the other way counts as inactive or inconclusive. Potency is the fitted concentration of half-maximal effect. This is a subset; count on the stated rates, not on these rows.

Structure | TGFb SMAD3 inh | ATXN viability | A549 viability | HepG2 tox | Mm-Cpn inhibitor | Nrf2 inh
Clc1ccc(CN(CCCNc2ncnc(NCCCc3cnc[nH]3)n2)c2ccc(Br)cn2)cc1Cl | nt | nt | -17.3% | nt | nt | ?
O=S(=O)(NC1CCCC(NS(=O)(=O)c2c(F)cccc2F)C1)c1ccc2c(c1)OCCO2 (stereo not given) | nt | nt | -5.5% | nt | nt | 4.6%
Cc1ccccc1S(=O)(=O)N1CCN(c2nc(-c3cccs3)nc3ccccc23)CC1 | nt | nt | 6.8% | nt | nt | -13.3%
Cc1c(P(=S)(c2ccccc2)c2ccccc2)c2ccccc2n1CCc1ccccc1 | nt | nt | -0.2% | nt | nt | 3.0%
OCCNc1nc(-c2cccs2)nc2ccccc12 | nt | nt | -2.7% | nt | nt | -13.8%
COc1ccc(C2=Nn3c(nnc3-c3cc(OC)ccc3OC)SC2)cc1 | nt | nt | -10.2% | nt | nt | ?
Cn1nnnc1Sc1ncnc2scc(-c3ccc4c(=O)ccoc4c3)c12 | nt | nt | ? | nt | nt | 16.4µM*
O=C1CCc2cc(S(=O)(=O)Nc3cccc(-c4ccccc4)c3)ccc2N1 | nt | nt | -5.3% | nt | nt | ?
N#Cc1nc(Nc2ccc(-c3ccccc3)cc2)nc(NC2CCCC2)n1 | nt | nt | -8.4% | nt | nt | ?
NCCCN(Cc1ccc(Cl)c(Cl)c1)c1ccc(Br)cn1 | nt | nt | 1.6% | nt | nt | 9.5%
COc1ccc(C2Nc3ccccc3C(=O)N2CCc2ccc(Cl)cc2Cl)cc1COc1ccc(NC(C)=O)cc1 (stereo not given) | nt | nt | 5.8% | nt | nt | -15.6%
COc1ccc(C2=Nn3c(nnc3-c3cccc(OC)c3)SC2)cc1 | nt | nt | ? | nt | nt | -16.4%
Cc1ccc(S(=O)(=O)NC(N)=NCCC[C@@H](N)C(=O)Nc2cc(C(F)(F)F)ccc2Cl)cc1 | nt | nt | -27.4% | nt | nt | ?
O=C(OCC#CCSc1nnc(-c2cccs2)o1)c1ccc(F)cc1 | nt | nt | -2.7% | nt | nt | 5.9%
CCCN1CNc2c(c(=O)[nH]c(=S)n2CCc2cc(OC)ccc2OC)C1 | nt | nt | ? | nt | nt | -10.5%
Cc1ccccc1-c1csc2ncnc(Sc3nnnn3C)c12 | nt | nt | 0.5% | nt | nt | -10.4%
O=C1c2ccccc2C(=O)N1c1cccc(Cl)c1 | nt | nt | -1.7% | nt | nt | 5.3%
Cc1ccc(N[S+](=O)([O-])c2cc3c(cc2CCc2ccccc2)NC(=O)CO3)cc1C | nt | nt | -2.6% | nt | nt | -0.8%
COc1ccc(C2=Nn3c(nnc3-c3ccc(OC)c(OC)c3)SC2)cc1OC | nt | nt | -8.1% | nt | nt | -18.6%
Cc1cc2c(s1)c1cnn(Cc3c(Cl)cccc3Cl)c(=O)c1n2C | nt | nt | -7.1% | nt | nt | 4.3%
CCCCOc1ccccc1CC1C(=O)Nc2ccc(Br)cc21 (stereo not given) | nt | nt | ? | nt | nt | ?
O=S(=O)(c1ccc2c(c1)OCCO2)N1CCN(S(=O)(=O)c2cccc(Cl)c2F)CC1 | nt | nt | 3.3% | nt | nt | 13.1%
COC(=O)c1ccccc1S(=O)(=O)Nc1ccc(OC)cc1 | nt | nt | 2.5% | nt | nt | ?
COc1ccc(C2Oc3ccccc3C(=O)N2Cc2ccccc2)cc1COc1ccc(NC(C)=O)cc1 (stereo not given) | nt | nt | -9.9% | nt | nt | ?
O=S(=O)(c1ccc2c(c1)OCCO2)N1CCN(S(=O)(=O)c2cc(F)c(Br)cc2F)CC1 | nt | nt | 1.9% | nt | nt | -0.5%
O=C1c2ccccc2NC(c2ccccc2O)N1Cc1ccccc1 (stereo not given) | nt | nt | -1.3% | nt | nt | 11.0%
Cc1ccc(NS(=O)(=O)c2cc3c(cc2C)NC(=O)CO3)cc1C | nt | nt | 1.0% | nt | nt | -16.4%
O=[S+]([O-])(c1ccc(-c2ccccc2)cc1)N1CCN([S+](=O)([O-])c2ccc3c(c2)OCCO3)CC1 | nt | nt | 9.9% | nt | nt | 21.1%
COc1ccc(C2Nc3ccccc3C(=O)N2Cc2ccccc2)cc1COc1ccc(F)cc1 (stereo not given) | nt | nt | 7.8% | nt | nt | -11.5%
O=C(CNC(=O)c1ccc([N+](=O)[O-])cc1)OC(C(=O)Nc1cc(C(F)(F)F)ccc1Cl)c1ccccc1 (stereo not given) | nt | nt | 2.8% | nt | nt | -12.7%

Compound profiles, from the list above. Order of screens: TGFb SMAD3 inh, ATXN viability, A549 viability, HepG2 tox, Mm-Cpn inhibitor, Nrf2 inh
`COc1ccc(C2Nc3ccccc3C(=O)N2Cc2ccccc2)cc1COc1ccc(F)cc1` (stereo not given) reads nt, nt, 7.8%, nt, nt, -11.5%
`O=[S+]([O-])(c1ccc(-c2ccccc2)cc1)N1CCN([S+](=O)([O-])c2ccc3c(c2)OCCO3)CC1` reads nt, nt, 9.9%, nt, nt, 21.1%
`Cc1ccc(NS(=O)(=O)c2cc3c(cc2C)NC(=O)CO3)cc1C` reads nt, nt, 1.0%, nt, nt, -16.4%
`COC(=O)c1ccccc1S(=O)(=O)Nc1ccc(OC)cc1` reads nt, nt, 2.5%, nt, nt, ?

(continued)
Structure | TGFb SMAD3 inh | ATXN viability | A549 viability | HepG2 tox | Mm-Cpn inhibitor | Nrf2 inh
CCC(=O)NC(c1ccc(Br)o1)c1cc(Cl)c2cccnc2c1O (stereo not given) | nt | nt | -14.7% | nt | nt | ?
COC(=O)c1nc(Nc2cc(F)cc(F)c2)nc(NC2CCCC2)n1 | nt | nt | 1.4% | nt | nt | 17.2%
CCCN1CNc2c(c(=O)[nH]c(=S)n2CCc2cccs2)C1 | nt | nt | 13.6% | nt | nt | -1.3%
O=S(=O)(c1cccc(O)c1)N1CCN(S(=O)(=O)c2c(F)cccc2F)CC1 | nt | nt | -0.8% | nt | nt | 3.4%
COc1ccc(C2=Nn3c(nnc3-c3ccccc3O)SC2)cc1 | nt | nt | -7.2% | nt | nt | -19.8%
COc1ccc(OC)c(C2=Nn3c(nnc3-c3ccccc3C)SC2)c1 | nt | nt | -0.9% | nt | nt | -21.7%
O=C(O)Cc1cc(I)c(Oc2ccc(O)c(I)c2)c(I)c1 | nt | i | nt | nt | 1.6% | nt
O=C1Cc2cc(CCN3CCN(c4nsc5ccccc45)CC3)c(Cl)cc2N1 | nt | 35.5µM* | nt | nt | -1.1% | nt
Clc1cccc(Cl)c1NC1=NCCN1 | nt | i | nt | nt | -2.2% | nt
Nc1c2c(nc3c1CCC3)CCCC2 | nt | i | nt | nt | -2.4% | nt
O=C1[C@H](CC[C@H](O)c2ccc(F)cc2)[C@@H](c2ccc(O)cc2)N1c1ccc(F)cc1 | nt | i | nt | nt | 1.2% | nt
O=C(C1CCCCC1)N1CC(=O)N2CCc3ccccc3C2C1 (stereo not given) | nt | i | nt | nt | -1.7% | nt
Cn1nnc2c(C(N)=O)ncn2c1=O | nt | i | nt | nt | 0.2% | nt
COc1cc(C(=O)NS(=O)(=O)c2ccccc2C)ccc1Cc1cn(C)c2ccc(NC(=O)OC3CCCC3)cc12 | nt | i | nt | nt | 3.5% | nt
CCCCC1=NC2(CCCC2)C(=O)N1Cc1ccc(-c2ccccc2-c2nn[nH]n2)cc1 | nt | i | nt | nt | -4.7% | nt
CC(=O)OCC(CCn1cnc2cnc(N)nc21)COC(C)=O | nt | i | nt | nt | -7.8% | nt
O=C(c1ccc(F)cc1)C1CCN(CCn2c(=S)[nH]c3ccccc3c2=O)CC1 | nt | i | nt | nt | -0.6% | nt
O=Cc1ccc2[nH]ccc2c1 | -29.5% | nt | nt | -11.8% | nt | nt
O=C(C[n+]1ccccc1Cl)c1ccc2ccccc2c1 | -2.8% | nt | nt | -0.1% | nt | nt
COc1ccccc1/C=c1/[nH]c(=O)/c(=C\c2ccccc2OC)[nH]c1=O | ? | nt | nt | -16.2% | nt | nt
Clc1ccc2c(ccc[n+]2CCC2CCCCC2)c1 | 3.2% | nt | nt | -3.3% | nt | nt
CCN(CC)/[N+]([O-])=N/OCOC(=O)c1ccccc1OC(C)=O | -8.8% | nt | nt | 6.5% | nt | nt
Cc1sc2ccccc2[n+]1C | -5.7% | nt | nt | -8.7% | nt | nt
CCC[N+](C)(C)c1ccc(/C=C/c2ccnc3ccccc23)cc1 | 2µM* | nt | nt | -50.1% | nt | nt
O=C(C[n+]1cc(Br)cc(Br)c1)c1ccc2ccccc2c1 | 3.1% | nt | nt | 12.7% | nt | nt
NCCCCCCCCCCNS(=O)(=O)c1cccc2c(Cl)cccc12 | ? | nt | nt | -102.5% | nt | nt
O=[N+]([O-])c1ccc2c(c1)/C(=C/c1ccc(C=S)cc1)C=C2 | -7.8% | nt | nt | -0.9% | nt | nt
CCOC(=O)N(C(=O)c1ccccc1)c1ccccc1 | ? | nt | nt | -20.2% | nt | nt
Nc1ccc[n+](CC(=O)c2ccc(F)cc2)c1 | 103.3%[activator] | nt | nt | -81.5% | nt | nt
O=C(C[n+]1ccnc2ccccc21)c1ccc(Cl)cc1 | -29.8% | nt | nt | -12.1% | nt | nt
COC(=O)[C@H](CC(C)C)NS(=O)(=O)NC(=O)OC(C)(C)C | 7.9% | nt | nt | 3.6% | nt | nt
O=C(Nc1ccc(Br)cc1Cl)c1cnn2c1NC(=C1CC1)C=C2C(F)F | 6.3% | nt | nt | -15.7% | nt | nt
Cc1cc(C=O)cc(C)c1[N+](=O)[O-] | -17.4% | nt | nt | -4.5% | nt | nt
C=C[C@@]1(C)C[C@H](OC(=O)CSC(C)(C)CNC(=O)[C@@H](N)C(C)C)[C@@]2(C)C(C)CC[C@@]3(CCC(=O)[C@@H]32)[C@H](C)[C@H]1O (stereo not given in full) | ? | nt | nt | -33.5% | nt | nt
NCCCCCCNS(=O)(=O)c1ccc2c(Cl)cccc2c1 | ? | nt | nt | -55.6% | nt | nt
CCN(Cc1ccccc1)c1ccc(/C=C/c2nccc3ccccc23)cc1 | -0.4% | nt | nt | -13.4% | nt | nt
O=C(C[n+]1csc2ccccc21)c1ccccc1 | -23.4% | nt | nt | -56.2% | nt | nt
O=[N+]([O-])c1ccc(Nc2nc(NCCN3CCOCC3)nc(Nc3ccc(I)cc3)n2)cc1 | 5.8% | nt | nt | -44.0% | nt | nt
CN(C)c1ccc(/C=C/c2ccnc3c2ccc2c(/C=C/c4ccc(N(C)C)cc4)ccnc23)cc1 | -20.6% | nt | nt | 0.7% | nt | nt
O=C(C[n+]1cccc2cccc(O)c21)c1ccc(Br)cc1 | -9.5% | nt | nt | -7.9% | nt | nt
CC(C)(C)c1ccc(C(=O)C[n+]2ccc(Cl)c3ccc(Cl)cc32)cc1 | ? | nt | nt | -54.8% | nt | nt
O=c1[nH]c2c(-c3nc(-c4ccc(Cl)cc4)cs3)c(O)cn2c2ccccc12 | -0.2% | nt | nt | -24.1% | nt | nt

Assay outcomes: PubChem BioAssay, National Center for Advancing Translational Sciences (NCATS)
